Bioassay records from PubChem.
CHO-K1 Ca antag = M1 antagonist counterscreen hit in parental CHO-K1 cells | ATP-induced calcium, Fluo-8 fluorescence | inhibition, % at 3 µM | 360,000 compounds, 0.6% hits | AID 602250;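 active means inhibition above a per-plate cutoff, the plate's mean sample inhibition plus 3 SD, cut at about 24% in these data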;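 further: 0% = DMSO plus EC80 ATP and 100% = DMSO alone without ATP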
CHRM1 antagonist = human CHRM1 antagonism; P11229; CHO-K1 hM1, Fluo-8 calcium fluorescence, ACh EC80 antagonist; inhibition, % at 3 µM; 360,000 compounds, 1.3% hits; AID 588852;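 active means percent inhibition above its own plate's cutoff, namely the mean of that plate's compound wells plus 3 SD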;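 further: peak over basal fluorescence ratio during 140 s after agonist addition; 0% = ACh EC80 plus DMSO and 100% = DMSO alone without agonist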
Target sequence (P11229 whole entry, looked up): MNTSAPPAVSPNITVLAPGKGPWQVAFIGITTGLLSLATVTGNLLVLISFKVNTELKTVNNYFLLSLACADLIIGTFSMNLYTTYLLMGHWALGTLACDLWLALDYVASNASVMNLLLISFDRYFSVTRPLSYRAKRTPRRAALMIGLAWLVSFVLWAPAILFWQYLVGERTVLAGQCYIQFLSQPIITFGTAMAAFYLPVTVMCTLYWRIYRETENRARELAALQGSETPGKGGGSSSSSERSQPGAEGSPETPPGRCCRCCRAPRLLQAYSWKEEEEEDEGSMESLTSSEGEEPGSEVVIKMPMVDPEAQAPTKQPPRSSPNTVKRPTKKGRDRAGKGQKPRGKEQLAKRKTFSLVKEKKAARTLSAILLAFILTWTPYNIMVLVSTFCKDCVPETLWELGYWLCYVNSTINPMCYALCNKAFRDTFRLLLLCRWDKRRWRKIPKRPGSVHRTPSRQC
CHO-K1 Ca ag = nonselective activator or artifact in parental CHO-K1 cells | AID 602248 | Fluo-8 calcium fluorescence; scaled to maximal ATP response, vehicle zero | 360,000 compounds, 0.48% hits | activation, % at 3 µM; in the data active means activation above about 15%;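 further: untransfected CHO-K1 host cells lacking M1 receptor as counterscreen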
CHO-K1 Ca PAM = counter-screen for M1 PAMs: effect in parental CHO-K1 cells; AID 602247; 360,000 compounds, 0.02% hits; activation, % at 3 µM; ATP EC20, Fluo-8 calcium fluorescence; 0% at ATP EC20, 100% at ATP max;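 active means activation above the run cutoff, the mean activation of all test compounds plus 3 SD, cut at about 40% in these data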;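 further: peak over basal fluorescence ratio in a 140 s read after ATP addition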
CHRM1 agonist = activates human CHRM1 receptor | AID 588814 | 360,000 compounds, 0.33% hits | CHO-K1 hM1, Fluo-8 calcium fluorescence, agonist mode; 0% DMSO, 100% acetylcholine EC100 | activation, % at 3 µM | P11229;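 active means activation above the run's mean compound activation plus 3 SD, cut at about 16% in these data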;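 further: peak over basal fluorescence ratio within a 140 s kinetic read after compound addition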
CHO parental Ca = counter-screen: ATP calcium response change in parental CHO cells; 330,000 compounds, 0.63% hits; inhibition, % at 5.6 µM; parental CHO-K1, ATP-induced calcium, Fluo-8 fluorescence; AID 463079;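 active means inhibition above that plate's mean sample inhibition plus 3 SD, cut at about 26% in these data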;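 further: 0% = ATP-challenged DMSO wells and 100% = DMSO wells without ATP; some compounds past the cut are filed as inactive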
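Assay system: untransfected parental CHO cell line. Also added: ATP agonist challenge. Dosing: one dose, 5.6 µM nominal. Measured by: Fluo-8 fluorescence. Read-out: % inhibition. Benchmarks: ATP wells versus no-ATP DMSO wells. Repeats: no replicates.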
OXTR potentiate = human OXTR potentiation | CHO-OTR cells, Fluo-8 calcium fluorescence, potentiator mode; 0% = oxytocin EC15, 100% = EC100 | AID 2445 | 320,000 compounds, 0.061% hits | activation, % at 3 µM;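 active means activation above that plate's cutoff, the mean activation of tested compounds plus 3 SD, cut at about 6.6% in these data, passing the limit was not always enough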;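 further: 100% uses oxytocin at 75 nM as the full agonist control; some results filed as inactive read as strong as hits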
Target sequence (P30559 whole entry, looked up): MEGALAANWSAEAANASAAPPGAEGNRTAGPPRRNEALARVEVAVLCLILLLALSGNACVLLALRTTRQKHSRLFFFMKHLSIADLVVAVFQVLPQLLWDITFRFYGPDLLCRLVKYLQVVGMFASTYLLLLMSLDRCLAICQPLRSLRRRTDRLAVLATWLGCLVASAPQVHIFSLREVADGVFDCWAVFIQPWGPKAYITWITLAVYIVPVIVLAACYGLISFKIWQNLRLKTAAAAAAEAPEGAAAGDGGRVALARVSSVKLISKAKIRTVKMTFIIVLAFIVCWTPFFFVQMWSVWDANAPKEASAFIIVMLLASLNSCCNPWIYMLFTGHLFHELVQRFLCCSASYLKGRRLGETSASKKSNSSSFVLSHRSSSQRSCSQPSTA
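Replication – single well per compound, singlicate · Assay system – CHO cell line stably expressing human OTR · Timing – 6 min pre-incubation, 100 s read · Measure – normalized max/min fluorescence ratio, % activation · Doses – 3.0 µM, one dose · Detection – Fluo-8 calcium dye fluorescence · Probe or stimulus – oxytocin near EC15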
TAAR1 antag = antagonists of human TAAR1; AID 624466; 360,000 compounds, 1.5% hits; CHO RD-HGA16 TAAR1, Fluo-8 calcium fluorescence, antagonist; inhibition, % at 3 µM;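 active means inhibition above a per-plate cutoff, the mean inhibition of test compounds on that plate plus 3 SD, cut at about 49% in these data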;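 further: 0% = DMSO plus EC80 beta-PEA response and 100% = DMSO alone without agonist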
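Test system: RD-HGA16 CHO cells with stable hTAAR1 and Gα16 / Probe or stimulus: EC80 β-phenethylamine stimulus / Times: seeding 17-24 h prior, 75-min 37 °C, 30-min RT dye loading / Detection: Fluo-8 calcium-sensitive fluorescence / Read-out basis: % inhibition scaled between DMSO and EC80 PEA controls / Repeats: singlicate, one well per test compound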
TAAR1 ag = agonists of human TAAR1; 360,000 compounds, 0.99% hits; AID 624467; activation, % at 3 µM; CHO RD-HGA16 TAAR1, Fluo-8 calcium fluorescence; vehicle wells 0%, saturating PEA agonist 100%; Q96RJ0;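 active means activation above the mean activation of all test compounds in the run plus 3 SD, cut at about 38% in these data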
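Assay system: CHO-derived RD-HGA16 cells with stable Gα16 and human TAAR1; timing: 17-24 h seeding, 75 min 37 °C dye, 30 min RT; read-out: % activation from peak over basal fluorescence ratio, DMSO-to-PEA scaled; measured by: kinetic Fluo-8 calcium fluorescence; benchmarks: low control DMSO, high control PEA (EC100); doses: 3 µM single concentration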
An asterisk follows results filed as active; x = not tested or not shown.

SMILES	CHO-K1 Ca antag	CHRM1 antagonist	CHO-K1 Ca ag	CHO-K1 Ca PAM	CHRM1 agonist	CHO parental Ca	OXTR potentiate	TAAR1 antag	TAAR1 ag
CC1CC(C)CN(C(=O)CN(C)S(=O)(=O)c2ccc3c(c2)c(=O)n(C)c(=O)n3C)C1 (stereo not drawn)	2.0	0.6	0.4	8.3	-3.8	-19.7	-5.1	-20.6	0.0
N#CC(C(=O)NC1CCCCC1)c1nc2ccccc2nc1N1CCN(c2ccccc2F)CC1 (stereo not drawn)	9.3	-14.3	3.7	-3.3	-2.2	-4.2	-6.1	0.7	9.0
Cc1ccc(C(=O)CSc2nnc(-c3ccc4[nH]c(C)c(C)c4c3)o2)cc1C	-0.5	-3.3	6.0	-2.3	-2.3	-7.1	0.8	2.8	4.0
COc1cccc(-c2cccc(NC(=O)C3CCN(Cc4ccon4)CC3)c2)c1	-11.8	-8.4	1.1	10.0	-2.6	-6.2	-4.8	-37.3	0.2
CCCC1CC(C)(C(=O)Cn2[nH]c(=O)ccc2=O)OC1=O (stereo not drawn)	-11.0	-7.2	0.0	12.7	-3.3	3.7	-5.6	2.9	0.5
O=C(NCc1ccc(F)cc1)c1cccnc1	-6.5	-18.1	1.0	14.6	-3.8	-5.2	-13.5	-14.6	11.9
CC(C)(C)C1CCC2(CC1)C(C#N)=C(SCC(=O)NC1CCCCC1)NC(=O)C2C#N (stereo not drawn)	-5.7	-7.1	0.6	2.5	-1.8	-15.7	-8.6	30.4	14.1
Cc1ccc(S(=O)(=O)N2CCN(CC(=O)Nc3ccc([N+](=O)[O-])cc3)CC2)cc1C	0.6	8.2	-0.1	8.6	-1.5	-17.1	-8.7	30.1	8.1
Cc1ccc(CSc2nnc(SCC(=O)N/N=C/C=C/c3ccco3)s2)cc1	-1.9	-3.7	4.6	20.9	-8.1	-8.6	-0.9	-2.3	2.7
CCCc1c(C(=O)NNc2ccc(C)cc2)cnn1-c1ccccc1	-7.7	-6.8	2.7	9.7	-1.9	-11.6	-4.3	-18.8	7.3
COc1ccc(NC(=O)CN2c3cccc4cccc(c34)S2(=O)=O)cc1	-4.7	0.8	0.9	25.0	-3.7	-13.4	-16.3	6.7	9.0
COC(=O)C1=C(N)Oc2cc(C)n(Cc3ccccc3)c(=O)c2C1c1ccccc1 (stereo not drawn)	15.0	6.8	0.1	-6.8	-1.6	-0.1	-2.8	1.7	7.0
CCOC(=O)[C@]12CCCC=C1N(Cc1ccc3c(c1)OCO3)C(=O)[C@H](CC(=O)N1CCCCC1)C2	-15.9	x	1.9	12.6	x	x	x	14.8	1.5
COc1ccc(CNC(=O)COC(=O)c2ccc(C)c(S(=O)(=O)N3CCOCC3)c2)cc1	-15.1	-3.2	0.9	17.6	-2.8	-18.3	4.9	-4.8	8.8
Cc1nn(Cc2ccccc2)c(C)c1NC(=O)Cn1nc([N+](=O)[O-])c(Cl)c1C	-24.5	-3.9	1.4	10.3	-1.6	-2.4	-6.8	3.3	9.9

2 successive records out of the list so far, quoted:
SMILES	CHO-K1 Ca antag	CHRM1 antagonist	CHO-K1 Ca ag	CHO-K1 Ca PAM	CHRM1 agonist	CHO parental Ca	OXTR potentiate	TAAR1 antag	TAAR1 ag
COc1ccc(CNC(=O)COC(=O)c2ccc(C)c(S(=O)(=O)N3CCOCC3)c2)cc1	-15.1	-3.2	0.9	17.6	-2.8	-18.3	4.9	-4.8	8.8
Cc1nn(Cc2ccccc2)c(C)c1NC(=O)Cn1nc([N+](=O)[O-])c(Cl)c1C	-24.5	-3.9	1.4	10.3	-1.6	-2.4	-6.8	3.3	9.9

(further entries)
SMILES	CHO-K1 Ca antag	CHRM1 antagonist	CHO-K1 Ca ag	CHO-K1 Ca PAM	CHRM1 agonist	CHO parental Ca	OXTR potentiate	TAAR1 antag	TAAR1 ag
O=C(CCS(=O)(=O)c1ccc(F)cc1)N1CCOCC1	-2.0	0.6	0.8	0.3	-3.5	0.7	-6.5	-11.5	1.6
CC1Cc2ccccc2N1C(=O)CN1C(=O)COc2ccccc21 (stereo not drawn)	-9.3	-8.2	0.6	15.9	-3.1	-7.3	-5.2	13.3	7.4
Cc1ccc(-c2csc(N(CC3CCCO3)C(=O)c3ccco3)n2)cc1 (stereo not drawn)	6.9	-9.9	-0.5	8.6	-1.2	-17.5	-2.3	-2.4	8.2
COc1ccc(C2(C(=O)N3CCOCC3)CCOCC2)cc1OC	-5.5	-7.4	0.1	11.3	-1.5	-10.2	-6.0	-8.4	3.2
COc1ccc(CC(=O)Nc2nc(-c3ccncc3)cs2)cc1	3.4	2.1	0.4	-11.9	-4.6	-2.5	-5.8	-7.3	3.9
C(=C\c1ccccc1)/CNCC1CCCO1 (stereo not drawn)	-5.2	-9.2	0.7	6.3	-5.5	-12.6	2.7	-6.4	2.9
COCCCn1c(=O)c2ccccc2n(Cc2ccccc2)c1=O	-3.5	-1.1	-0.2	7.8	-3.4	-16.6	5.2	-14.3	-1.7
CCCOc1ccc(C(=O)c2nc3c(n2O)CCCCC3)cc1	-2.3	1.0	1.6	14.5	-2.3	-7.8	-6.4	7.3	3.1
Cc1cccc(/C(N)=N/OC(=O)c2cccnc2)c1	2.3	-4.2	-0.3	-5.1	-2.7	0.5	-4.3	-1.2	1.7
CCOc1nc(NCCO)nc(Nc2ccc([N+](=O)[O-])cc2)n1	-2.2	-9.0	-0.5	15.6	-3.4	-15.3	-0.8	-5.9	0.6
O=C1NC(=S)S/C1=C\c1cc(Cl)ccc1Cl	-21.6	4.3	8.9	14.7	1.6	x	x	-0.4	3.4
N#Cc1c2n(c3c(=O)n(Cc4ccccc4Cl)cnc13)CCCC2	-3.1	-5.1	0.4	4.6	-2.8	-7.9	-2.5	7.4	10.3
COc1ccccc1CNC(=O)CN(c1ccc(C)cc1)S(=O)(=O)c1c(C)n[nH]c1C	9.6	-15.3	2.0	-4.5	-4.9	-18.0	-19.6	35.0	11.6
CC(C)NC(=O)NC(=O)COc1cccc2c1OC(C)(C)C2	-2.2	5.5	0.2	7.6	-2.6	-18.5	-10.4	-12.0	-2.0
C=CCOc1ccc(/C=C/C(=O)OCc2csc(CC(=O)Nc3ccccc3C)n2)cc1	-3.0	12.5	2.4	-0.7	-2.6	-5.0	-9.0	65.6*	3.5

Arranged by length of the SMILES (smallest number first): some entries from above.
SMILES	CHO-K1 Ca antag	CHRM1 antagonist	CHO-K1 Ca ag	CHO-K1 Ca PAM	CHRM1 agonist	CHO parental Ca	OXTR potentiate	TAAR1 antag	TAAR1 ag
Cc1cccc(/C(N)=N/OC(=O)c2cccnc2)c1	2.3	-4.2	-0.3	-5.1	-2.7	0.5	-4.3	-1.2	1.7
COc1ccc(CC(=O)Nc2nc(-c3ccncc3)cs2)cc1	3.4	2.1	0.4	-11.9	-4.6	-2.5	-5.8	-7.3	3.9
CCOc1nc(NCCO)nc(Nc2ccc([N+](=O)[O-])cc2)n1	-2.2	-9.0	-0.5	15.6	-3.4	-15.3	-0.8	-5.9	0.6

Next records
SMILES	CHO-K1 Ca antag	CHRM1 antagonist	CHO-K1 Ca ag	CHO-K1 Ca PAM	CHRM1 agonist	CHO parental Ca	OXTR potentiate	TAAR1 antag	TAAR1 ag
O=C(CCS(=O)(=O)c1ccc(Br)s1)Nc1ccccc1Br	-5.2	-6.1	0.7	19.4	-2.9	-18.8	-11.2	-7.0	1.9
CCC1(CC)C(=O)C2=C3C1[C@H](C(=O)OC)C=C(C(=O)OC)C[C@H]3[C@H]1C(=O)N(Cc3ccccc3)C(=O)[C@H]1[C@H]2C (stereo partly drawn)	-13.3	9.4	-0.9	-5.1	-8.8	-33.8	-14.3	0.7	4.3
Cc1cc(C(=O)CCC(=O)Nc2ccc(S(N)(=O)=O)cc2)c(C)s1	-16.5	-6.4	0.0	14.4	-2.0	3.0	4.5	-28.7	7.8
N#CCCN(C(=O)COC(=O)CCNS(=O)(=O)c1ccccc1)c1ccccc1	-8.9	-10.2	0.0	6.1	-1.8	-11.8	3.5	-11.5	4.3
O=C(COC(=O)COc1ccccc1)Nc1cccnc1Cl	-10.7	-2.0	1.2	8.4	-0.9	-3.4	-2.8	-9.5	1.6
CCCOc1ccc(NC(=O)C2CC(=O)N/C(=N/N=C(\C)CCc3ccc4c(c3)OCO4)S2)cc1 (stereo not drawn)	-3.6	-2.1	-0.1	3.2	-3.9	-16.2	-2.3	0.1	2.0
O=C(Nc1nccs1)c1csc([C@H]2C[C@H](O)[C@@H](CO)O2)n1	-10.7	-7.5	0.7	-4.2	-0.3	x	x	-16.4	3.1
Clc1ccc(Nc2ccccc2)nn1	-6.2	-16.1	-0.6	11.1	-0.6	-0.4	-6.2	5.0	1.0
CC(C)NOC(=O)c1ccc(Cl)cc1	-14.2	-3.7	1.7	21.9	-6.1	-10.4	-4.9	-9.1	2.1
CN1CCN(CCCNC(=O)c2nnc(Cc3c(F)cccc3Cl)o2)CC1	-21.9	-0.5	0.0	10.4	-11.8	-11.9	2.1	-4.5	2.0
Cc1cc(C)c(/C([O-])=C(/C(=S)Nc2ccc(SC(F)F)cc2)[n+]2ccccc2)cc1C	-12.9	-6.8	-0.4	13.6	-10.2	-10.1	-7.5	-19.0	1.6
CC(C)CC(NC(=O)C(NC(=O)OC(C)(C)C)C(C)C)C(=O)N1CCCC1C(N)=O (stereo not drawn)	9.4	-12.6	0.8	-5.6	-1.1	-6.1	-8.4	-8.7	1.9
OCCC1CN(Cc2cccs2)CCN1Cc1ccccc1 (stereo not drawn)	-4.9	-10.7	0.3	22.6	-9.9	0.7	-9.6	-9.9	4.0
CCN(CC)S(=O)(=O)c1ccc2c(c1)nc(CCC(=O)Nc1ccc3c(c1)OCO3)n2C	-4.9	-6.2	1.6	26.1	-7.9	-17.8	-14.7	-14.6	0.6
CC1CC(C)CN(C(=O)COC(=O)c2ccc(S(=O)(=O)N(C)c3ccccc3)cc2)C1 (stereo not drawn)	1.8	4.4	1.1	-10.0	-4.4	-12.9	-6.4	11.0	9.6
Cc1ccc(C)c(NC(=S)N2CCC(N(C)CC3CCCO3)CC2)c1 (stereo not drawn)	-7.9	-0.5	0.3	19.2	-7.5	-8.0	-1.5	-12.5	3.2
CCOC(=O)/C=C/c1nc(C(=O)OCC)c(C)c(=O)[nH]1	-14.2	-20.2	0.5	8.5	0.0	-2.1	-10.9	0.7	1.4
Cc1cc(C)n2nc(CC(=O)NCc3ccc(F)cc3)nc2n1	8.2	-13.6	0.1	12.0	-4.2	2.9	-4.8	14.9	-1.8
CCCc1ccc2oc(C(=O)N(Cc3ccncc3)CC3CCCO3)c(C)c2c1 (stereo not drawn)	-14.2	-4.4	2.4	15.0	-5.2	-19.6	-8.6	-7.9	-0.1
